High-throughput results deposited in PubChem by several laboratories.
PPARg SRC-3 ag: PPARgamma agonists recruiting SRC-3 coactivator, primary screen, biochemical | Peroxisome proliferator-activated receptor gamma (Homo sapiens), P37231 | biochemical PPARgamma/SRC-3 coactivator recruitment assay | activation, % at 8 µM | 200,000 compounds, 0.26% hits | AID 731, 2007; in the data active = activation above about 23%;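 also: 0% = DMSO and 100% = reference agonist; some compounds past the cut are filed as inactive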
Target sequence (P37231 whole entry, looked up): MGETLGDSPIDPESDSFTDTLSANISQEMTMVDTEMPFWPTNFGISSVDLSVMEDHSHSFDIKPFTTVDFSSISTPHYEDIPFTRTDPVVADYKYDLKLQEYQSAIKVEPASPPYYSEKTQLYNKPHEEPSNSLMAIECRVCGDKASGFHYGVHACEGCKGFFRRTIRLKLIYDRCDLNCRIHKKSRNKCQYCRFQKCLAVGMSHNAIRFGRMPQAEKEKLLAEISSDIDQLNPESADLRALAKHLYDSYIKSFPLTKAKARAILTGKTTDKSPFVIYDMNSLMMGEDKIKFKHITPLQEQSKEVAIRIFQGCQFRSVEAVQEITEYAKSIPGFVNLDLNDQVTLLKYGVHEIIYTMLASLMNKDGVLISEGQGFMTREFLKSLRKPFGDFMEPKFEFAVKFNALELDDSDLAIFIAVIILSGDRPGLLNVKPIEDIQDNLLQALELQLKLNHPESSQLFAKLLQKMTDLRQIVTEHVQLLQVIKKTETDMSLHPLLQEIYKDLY
TLR4 MyD88 comp: inhibitors of TLR4-MyD88 association in cells, primary screen, cell-based, HeLa CL3-4, BLA complementation, FRET ratio. Toll-like receptor 4 (Homo sapiens) + Myeloid differentiation primary response protein …. 200,000 compounds, 0.18% hits. inhibition, % at 8.4 µM. HeLa CL3-4 TLR4/MyD88 BLA complementation; in the data active = inhibition above about 25%;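 also: 0% = vehicle and 100% = reference inhibitor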
PPARg SRC1 recr: PPARgamma agonists recruiting SRC-1 coactivator, primary screen, biochemical | activation, % at 8 µM | AID 631, 2007 | Peroxisome proliferator-activated receptor gamma (Homo sapiens), P37231 | PPARgamma-SRC-1 coactivator recruitment biochemical assay | 200,000 compounds, 0.41% hits; in the data active = activation above about 19%;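 also: 0% = DMSO and 100% = reference agonist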
PPARg SRC-2 ag: agonists of PPARg-SRC-2 recruitment, primary screen, biochemical, HTS; Peroxisome proliferator-activated receptor gamma (Homo sapiens), P37231; PPARgamma LBD-SRC-2 recruitment; activation, % at 8 µM; 200,000 compounds, 0.34% hits; AID 1032, 2008; in the data active = activation above about 22%;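 also: 0% = vehicle and 100% = reference agonist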
ROMK primary: ROMK potassium channel modulators, primary screen, cell-based, thallium flux, MLSMR library. ATP-sensitive inward rectifier potassium channel 1 (Homo sapiens), P48048. Tet-inducible ROMK, thallium flux fluorescence; actives lie on both sides. B-score at 10 µM. 130,000 compounds, 2% hits;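 active = signal ratio slope over the read window, or its plate-corrected B-score, at least 3 SD from the plate mean, either direction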;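 also: B-score of the F/F0 ratio slope over 7 to 12 s after thallium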
STAT3 act: IL-6 driven STAT3 reporter potentiators, primary screen, U3A cells, luciferase, luminescence, MLSCN library; IL-6 STAT3-luciferase reporter; 100% = signal with IL-6 EC80 alone; activation (% of control), % at 5.6 µM; 190,000 compounds, 0.91% hits;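 active = activation above the screen-wide mean of compound activation plus 3 SD, cut at about 130% in these data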;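 also: 0% = background luminescence of wells with medium and substrate only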
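Material: STAT3-luciferase reporter U3A cells. Controls: IL-6-treated wells, 100% activation. Read-out: % activation versus median of IL-6-stimulated wells. Probe or stimulus: IL-6 stimulus at 33 ng/mL final. Timing: compound 1 h, then IL-6 6 h at 37 °C. Signal: reporter luminescence signal.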
SRC2 TRFRET art: TR-FRET signal artefacts, primary screen, artefact control for PPARgamma SRC-2 agonist project, biochemical; TR-FRET artefact counter-screen; stronger effect = higher value; AID 1049, 2008; 200,000 compounds, 0.4% hits; TR-FRET ratio at 8 µM; in the data active = TR-FRET ratio above about 2000; also: inactives centre near 1500
STAT3 blocker: IL-6 driven STAT3 reporter inhibitors, primary screen, U3A cells, luciferase, luminescence, MLSCN library; 190,000 compounds, 0.89% hits; IL-6 STAT3-luciferase reporter; host cell line lacks STAT1; inhibition, % at 5.5 µM; AID 862, 2007;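 active = inhibition above the mean inhibition across all screened compounds plus 3 SD, cut at about 44% in these data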;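 also: 0% = DMSO only wells and 100% = 100 µM nifuroxazide control wells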
STAT1 blocker: STAT1 signaling inhibitors, primary screen, cell-based, HTS, luciferase reporter; NIH 3T3 STAT1-luciferase reporter, IFN-gamma, luminescence; inhibition, % at 5.5 µM; 200,000 compounds, 0.35% hits; AID 920, 2007;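 active = inhibition above a set limit, the mean inhibition across all tested compounds plus 3 SD, cut at about 34% in these data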;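 also: 0% = IFN-gamma with DMSO and 100% = IFN-gamma with 300 µM nifuroxazide; values of inactives mirror those of a sister screen read the other way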
RAM network inh: inhibitors of the yeast RAM network, primary screen, dse1pr::URA3 reporter, 5-FOA selection; S. cerevisiae dse1pr::URA3 reporter, 5-FOA growth OD615, 2 d; analog-sensitive cbk1-as2 kinase mutant strain; inhibition, % at 50 µM; 190,000 compounds, 1.8% hits;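 active = inhibition above a set limit, 3 SD over mean compound inhibition, cut at about 8.4% in these data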;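 also: 0% = DMSO-only wells with no growth and 100% = 10 µM 1-NA-PP1 full growth; inhibition rescues growth on 5-FOA so higher OD means more RAM inhibition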
S1P3 antagonist: S1P3 receptor antagonists, primary screen, cell-based; Sphingosine 1-phosphate receptor 3 (Homo sapiens), Q99500; CHO S1P3 NFAT-BLA reporter, FRET fluorescence, antagonist mode; inhibition, % at 4.98 µM; 170,000 compounds, 0.27% hits; AID 485, 2006;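 active = inhibition above the plate cutoff, the mean inhibition of test wells on that plate plus 3 SD, cut at about 28% in these data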;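 also: cells challenged with S1P at its EC80 of 0.8 µM; blue over green emission ratio from cleaved BLA substrate after 4 h stimulation; 0% = S1P-stimulated wells and 100% = unstimulated DMSO-only wells; some compounds past the cut are filed as inactive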
Target sequence (Q99500 whole entry, looked up): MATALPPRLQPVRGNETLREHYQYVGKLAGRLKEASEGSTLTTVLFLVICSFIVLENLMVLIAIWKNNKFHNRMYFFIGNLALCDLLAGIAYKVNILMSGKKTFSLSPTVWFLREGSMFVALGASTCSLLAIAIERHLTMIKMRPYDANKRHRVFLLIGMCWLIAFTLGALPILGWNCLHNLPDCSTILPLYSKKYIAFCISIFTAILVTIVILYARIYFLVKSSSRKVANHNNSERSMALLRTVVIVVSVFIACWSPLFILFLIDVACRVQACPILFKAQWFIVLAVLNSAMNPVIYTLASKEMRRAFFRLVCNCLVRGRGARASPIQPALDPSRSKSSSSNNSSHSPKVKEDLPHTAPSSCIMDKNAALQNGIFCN
Active calls of the source: *; . = not tested or not shown.

cpd	SMILES	PPARg SRC-3 ag	TLR4 MyD88 comp	PPARg SRC1 recr	PPARg SRC-2 ag	ROMK primary	STAT3 act
1	O=C(N/N=C/c1c(O)n(CCc2ccccc2)c(=O)[nH]c1=O)c1ccncc1	10.4	4.0	-0.9	8.0	.	96.2
2	CCC(=NCc1ccco1)c1c(O)n(-c2ccc(C)cc2)c(=O)[nH]c1=O	11.2	-7.1	7.1	6.8	.	91.2
3	CCc1ccc(-n2c(O)c(/C=N/NC(=O)c3ccncc3)c(=O)[nH]c2=O)cc1	3.5	-14.7	-2.9	5.5	0.0841	97.8
4	CCCC(C)C1C(C#N)=C(N)Oc2c1c(=O)oc1ccccc21 (configuration not stated)	-5.8	3.0	-11.0	-1.8	.	95.8
5	CN1CCN(c2cc(N3CCNCC3)ccc2[N+](=O)[O-])CC1	-1.2	21.4	2.1	-5.3	-0.95	103.4
6	CCOP(=O)(OCC)C(O)c1ccc(OC)cc1OC (configuration not stated)	-0.3	4.0	-13.3	-1.3	0.459	92.2
7	CC(=NCC1CCCO1)c1c(O)n(-c2ccc(Cl)cc2)c(=O)[nH]c1=O (configuration not stated)	-1.2	8.4	0.4	-2.7	0.494	89.6
8	O=c1cc(CN2CC=C(c3ccccc3)CC2)c2c(ccc3ccccc32)o1	-3.3	5.5	-2.8	3.2	-0.483	113.3
9	CN(C)C1(c2nnnn2CCOC(=O)Nc2ccc(Cl)cc2)CCCCC1	8.0	7.3	-1.8	2.5	-2.08	102.1
10	Cc1oc(-c2ccccc2)nc1CN1C(=O)C(C)N=C(c2ccccc2F)c2cc(Cl)ccc21 (configuration not stated)	3.2	-8.3	0.2	11.0	-1.53	101.6
11	COc1ccccc1OP(=O)(Nc1cccnc1)Oc1ccccc1OC	0.1	6.3	6.6	4.3	.	78.0
12	CN1CCN(CCC(C#N)(c2ccccc2)c2ccccc2)CC1	-3.0	0.1	4.9	-5.3	-0.577	98.4
13	Cn1c(C(=O)O)c(CC(=O)N2CCN(Cc3ccccc3)CC2)c2ccccc21	-9.3	2.1	8.5	1.7	.	104.8
14	Cc1ccc(-c2nn(Cc3ccccc3)cc2C=O)cc1C	4.0	-12.7	4.9	2.3	-0.0979	105.0
15	Cc1cccc2c1N(N=O)CCC2	-1.9	0.8	1.4	-0.2	.	98.1

cpd	SRC2 TRFRET art	STAT3 blocker	STAT1 blocker	RAM network inh	S1P3 antagonist
1	2004*	3.8	-3.6	3.9	0.4
2	1742	14.4	3.8	2.0	.
3	1568	1.1	3.1	11.2*	7.5
4	1223	8.5	-8.7	1.7	-7.1
5	1455	-1.6	12.4	0.1	-5.8
6	1427	12.4	2.0	-0.1	-5.3
7	1452	14.3	0.5	0.0	-13.1
8	1534	-11.5	-14.6	1.0	-10.3
9	1416	0.5	5.6	0.6	-13.5
10	1399	-2.0	-6.6	2.2	-5.5
11	1628	27.7	6.4	1.7	2.1
12	1332	7.0	0.9	-0.2	.
13	1335	0.6	-4.6	0.6	-14.9
14	1702	-8.4	-9.7	0.1	-3.0
15	1674	1.4	-1.3	1.8	1.3

Other results follow.
cpd	SMILES	PPARg SRC-3 ag	TLR4 MyD88 comp	PPARg SRC1 recr	PPARg SRC-2 ag	ROMK primary	STAT3 act
16	Cc1cc(/C=C2\C(=O)NC(=O)N(c3cccc(Br)c3)C2=O)c(C)n1C	-3.1	10.9	-5.4	-9.6	0.56	99.6
17	Cc1cc(C)nc(N2Cc3ccccc3C2=N)n1	1.2	-0.1	2.4	5.9	0.438	98.3
18	CCCSP1(=S)NCCCO1 (configuration not stated)	7.0	18.1	9.8	0.7	0.501	92.5
19	COc1ccc(CCNCc2ccc(SC)cc2)cc1	-3.1	-0.5	-3.8	3.1	.	111.8
20	CCN(CC)CC(O)c1ccc(C2CCCC2)cc1 (configuration not stated)	-0.1	-4.4	0.9	8.6	-0.453	101.8
21	O=C(O)CCn1cc(C=C2C(=O)NC(=S)NC2=O)c(-c2ccccc2)n1	-1.5	6.8	9.1	1.8	0.364	98.3
22	CC(=O)C1C2c3ccccc3O[C@@]1(C)N=c1s/c(=C/c3ccoc3)c(=O)n12 (some centres not stated)	0.7	2.8	2.8	-3.3	-0.873	105.6
23	CN1C(=O)C(=Cc2ccc(N3CCOCC3)o2)C(=O)N(C)C1=S	3.4	9.4	4.9	7.4	.	77.8
24	O=C(O)C(Cc1cnc[nH]1)NS(=O)(=O)c1ccc(Cl)cc1 (configuration not stated)	6.1	7.3	-5.0	0.5	.	90.4
25	COc1ccc2c(c1)c(C(=O)O)c(C)n2C(C)C	5.0	5.1	0.9	2.8	-0.0355	87.1
26	O=c1c2ccccc2nc(-c2ccc([N+](=O)[O-])cc2)n1-c1ccccc1	-0.4	4.6	-1.6	9.9	.	93.3
27	O=C1NC(=O)C2(C(=O)N1)C(c1ccc(F)cc1)NC(=S)NC2c1ccc(F)cc1 (configuration not stated)	5.7	-7.6	0.9	-1.1	0.836	106.4
28	CCOP(=O)(OCC)c1ccc(O)cc1	-4.7	-3.5	7.5	-2.8	0.624	91.7
29	CCN(c1ccc(C(O)(C(=O)OC)C(F)(F)F)cc1)S(=O)(=O)c1ccccc1 (configuration not stated)	-1.6	-12.3	2.6	5.9	.	96.8
30	CCOc1ccc(N=C2SCCCN2C)cc1	-24.2	22.4	-3.5	2.5	0.197	96.0

cpd	SRC2 TRFRET art	STAT3 blocker	STAT1 blocker	RAM network inh	S1P3 antagonist
16	1484	-2.1	4.0	4.9	2.6
17	1478	5.7	-17.0	-1.2	-48.9
18	1506	16.1	-1.0	0.1	.
19	1496	-8.2	3.5	-0.1	.
20	1600	-4.8	2.2	-0.4	3.1
21	1590	7.9	-8.9	1.4	-0.2
22	1620	-1.6	13.4	1.4	-5.9
23	1617	27.8	-2.0	3.6	3.3
24	1739	11.3	9.7	0.5	-3.5
25	1592	17.5	-0.5	1.1	.
26	1608	10.5	-4.0	3.8	7.6
27	1212	-11.0	1.1	1.4	.
28	1671	19.8	-0.2	0.8	5.9
29	1653	10.0	2.8	0.1	10.0
30	1479	8.4	-1.6	1.4	.

The listing continues:
cpd	SMILES	PPARg SRC-3 ag	TLR4 MyD88 comp	PPARg SRC1 recr	PPARg SRC-2 ag	ROMK primary	STAT3 act
31	OC1(c2ccccc2F)CC2CCC(C1)N2CCN1CCOCC1 (configuration not stated)	-5.8	10.3	-5.9	-0.1	0.216	106.6
32	COc1ccc(/C=N/N=C(/N)N[N+](=O)[O-])c(OC)c1	3.0	-11.1	6.1	-5.3	.	94.1
33	CC(C)N1C(=O)CCC1C(=O)N1CCC2(CC1)OCCO2 (configuration not stated)	5.9	11.6	8.2	-1.0	.	103.2
34	O=C(Cc1ccccc1)N1CCN(C2CCCC2)CC1	2.5	-1.6	0.7	8.0	0.904	114.2
35	O=C(CN1CCN(Cc2ccc(Cl)cc2)C1=O)N1CCC2(CC1)OCCO2	-11.7	-9.7	-6.2	0.8	-0.383	99.9
36	Cc1cccc(-n2c(O)c(C=NCCCN3CCOCC3)c(=O)[nH]c2=O)c1C	-3.2	11.3	-5.3	12.0	.	100.7
37	CC(=O)c1ccc(OC(=O)N(C)c2ccccc2)cc1	2.1	-4.7	4.7	3.7	-0.158	98.2
38	CCOC(=O)CNC(=O)CNC(=O)C(Cc1ccc(N(CCCl)CCCl)cc1)NC(C)=O (configuration not stated)	3.6	0.2	2.7	4.3	0.00265	97.9
39	COc1ccc(C(CC(=O)N2CCC3(CC2)OCCO3)NS(=O)(=O)c2ccc(C)cc2)cc1 (configuration not stated)	-3.1	-7.5	5.9	-1.7	0.412	105.8

cpd	SRC2 TRFRET art	STAT3 blocker	STAT1 blocker	RAM network inh	S1P3 antagonist
31	1611	-4.8	1.8	-0.3	2.7
32	1627	11.1	-23.1	2.1	.
33	1484	-0.4	0.0	1.8	.
34	1578	-12.7	-3.8	-0.5	-26.2
35	1476	0.4	-4.4	1.3	.
36	1664	3.1	-3.6	0.7	1.3
37	1658	3.9	-32.1	2.3	-20.9
38	1786	5.8	-6.7	0.1	-7.1
39	1596	-3.7	-0.3	0.1	-7.1

Gathered by group: the compounds so far with a cyano group
cpd	SMILES	PPARg SRC-3 ag	TLR4 MyD88 comp	PPARg SRC1 recr	PPARg SRC-2 ag	ROMK primary	STAT3 act
4	CCCC(C)C1C(C#N)=C(N)Oc2c1c(=O)oc1ccccc21 (configuration not stated)	-5.8	3.0	-11.0	-1.8	.	95.8
12	CN1CCN(CCC(C#N)(c2ccccc2)c2ccccc2)CC1	-3.0	0.1	4.9	-5.3	-0.577	98.4

cpd	SRC2 TRFRET art	STAT3 blocker	STAT1 blocker	RAM network inh	S1P3 antagonist
4	1223	8.5	-8.7	1.7	-7.1
12	1332	7.0	0.9	-0.2	.

Only part of the results is shown; count on the stated rates, not on these rows.
